APJ agonist: agonists of human apelin receptor APJ, primary screen, CHO-K1 cells, PathHunter beta-arrestin, luminescence; P35414; 330,000 tested, 0.11% active; 0% DMSO wells, 100% apelin; AID 2520, 2010; activation, % at 20 µM;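 active = activation more than six SD over the plate average, tested at 20 µM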;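 note: 0% = DMSO alone and 100% = apelin-13 at 10 nM; some results filed as inactive read as strong as hits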
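Assay system – PathHunter CHO-K1 APJ (AGTRL-1) beta-arrestin reporter cells · Compound – one dose, 20 µM compound, 1% DMSO · Timing – compound 90 min 25 °C, reagent 1 h · Measured by – luminescence from split beta-galactosidase complementation, Galacton Star/Emerald II substrate · Measure – beta-arrestin recruitment to APJ as agonist activity, luminescent signal · Benchmarks – DMSO vs Apelin-13 10 nM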
APJ antagonist: antagonists of human apelin receptor APJ, primary screen, CHO-K1 cells, beta-arrestin complementation, luminescence | P35414 | inhibition, % at 20 µM | 330,000 tested, 0.32% active | AID 2521, 2010;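 active = inhibition above about 40% at 20 µM, limit read from the data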;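 note: cells challenged with 10 nM apelin-13 agonist together with compound; plate controls were apelin-13 plus DMSO wells for no effect and DMSO wells lacking apelin-13 for full effect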
XBP1 UPR activ: activators of adaptive XBP1 UPR arm, primary screen, cell-based, CHO-XBP1 luciferase reporter, luminescence, uHTS; IRE1-XBP1 UPR activation; percent of tunicamycin response, DMSO as zero; activation, % at 20 µM; 330,000 tested, 0.33% active;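 active = versus positive control, 20 µM dose yields 30% or more activation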;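 note: 100% = tunicamycin at 10 µg/mL and 0% = DMSO only wells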
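Assay system: IRE1-XBP1 luciferase reporter CHO line. Input: 1000 cells/well. Buffer or medium: F12 with 10% serum. Doses: 20 µM, 1% DMSO. Times: overnight seeding at 37 °C, 6 h compound treatment at 37 °C. Technique: Steady-Glo luciferase glow luminescence, 10 min after reagent addition.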
Mdm2-MdmX inh: inhibitors of human Mdm2-MdmX association, primary screen, cell-based, luminescence, split luciferase, SaOS-2, uHTS. inhibition, % at 8 µM. 330,000 tested, 3% active. Protein Mdm4 (Homo sapiens) + E3 ubiquitin-protein ligase Mdm2 (Homo sapiens), …. AID 485346, 2010. SaOS-2 split-luciferase Mdm2/MdmX complementation;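 active = inhibition of at least 50% at 8 µM in the primary screen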
CCR6 antagonist: CCR6 receptor antagonists, primary screen, cell-based, CHO-K1, luminescence, beta-arrestin, uHTS; C-C chemokine receptor type 6 (Homo sapiens), P51684; AID 493098, 2011; CHO-K1 CCR6 PathHunter beta-arrestin, CCL20-stimulated; inhibition, % at 20 µM; 340,000 tested, 0.49% active;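 active = compounds whose inhibition of the agonist-driven luminescence signal at 20 µM reaches about 50%, limit read from the data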;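 note: cells stimulated with CCL20 at 14 nM final; plate controls were DMSO with CCL20 for no effect and DMSO without agonist for full effect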
Target sequence (P51684 whole entry, looked up): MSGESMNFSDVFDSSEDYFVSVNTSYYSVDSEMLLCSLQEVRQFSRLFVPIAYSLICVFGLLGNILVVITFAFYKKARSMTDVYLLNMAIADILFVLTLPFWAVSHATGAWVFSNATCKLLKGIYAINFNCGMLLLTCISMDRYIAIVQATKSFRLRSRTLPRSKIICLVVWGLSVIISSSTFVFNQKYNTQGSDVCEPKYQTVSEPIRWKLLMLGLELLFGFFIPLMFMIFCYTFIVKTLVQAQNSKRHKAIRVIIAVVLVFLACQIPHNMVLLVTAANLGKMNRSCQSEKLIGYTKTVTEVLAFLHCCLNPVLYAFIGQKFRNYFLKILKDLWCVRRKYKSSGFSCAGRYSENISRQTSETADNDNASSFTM
UPR CHOP act: activators of apoptotic CHOP UPR arm, primary screen, cell-based, CHO-CHOP luciferase reporter, luminescence, uHTS. UPR activation; percent of tunicamycin response over DMSO baseline. activation, % at 10 µM. 330,000 tested, 0.34% active. AID 449763, 2010;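 active = at 10 µM dose, activation of 40% or more, normalized to positive control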;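 note: 100% = tunicamycin at 10 µg/mL and 0% = DMSO alone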
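Assay system: CHO cells with stable CHOP pathway luciferase reporter; Buffer or medium: F12 plus 10% serum; Times: 16-18 h cell attachment, then 6 h compound exposure, 37 °C; Signal: luciferase luminescence; Read-out basis: percent activation relative to tunicamycin control; Control set: tunicamycin high control, DMSO low control.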
tim23-1 inh: growth inhibitors of tim23-1 mutant yeast, primary screen, luminescence, uHTS; S. cerevisiae tim23-1 growth, BacTiter-Glo luminescence, 24 h; AID 463212, 2010; inhibition, % at 20 µM; 330,000 tested, 1.3% active;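 active = growth inhibition of the mutant yeast at or above 50%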;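 note: temperature-sensitive mutant grown at 25 °C; plate controls were DMSO-treated mutant yeast for no effect and medium wells lacking yeast for full effect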
CXCR6 inh: CXCR6 receptor inhibitors, primary screen, cell-based, beta-arrestin, luminescence, CHO-K1 PathHunter, 1536-well; inhibition, % at 20 µM; 360,000 tested, 0.36% active; C-X-C chemokine receptor type 6 (Homo sapiens), O00574; in the data active = inhibition above about 34%, passing the limit was not always enough;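 note: antagonist mode with CXCL16 agonist at 10 nM final; 0% = 10 nM CXCL16 with DMSO and 100% = unstimulated wells without agonist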
Target sequence (O00574 whole entry, looked up): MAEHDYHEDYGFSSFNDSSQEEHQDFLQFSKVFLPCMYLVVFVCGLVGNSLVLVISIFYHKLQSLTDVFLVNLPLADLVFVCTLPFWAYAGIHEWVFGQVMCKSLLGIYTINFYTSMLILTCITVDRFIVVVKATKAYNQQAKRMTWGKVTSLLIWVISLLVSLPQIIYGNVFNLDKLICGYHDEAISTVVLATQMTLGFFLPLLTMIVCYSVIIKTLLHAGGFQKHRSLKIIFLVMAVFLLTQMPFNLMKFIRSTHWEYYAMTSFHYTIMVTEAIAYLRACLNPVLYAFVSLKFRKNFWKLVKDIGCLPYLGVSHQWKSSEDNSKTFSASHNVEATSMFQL
EBI2 antag: EBI2 receptor antagonists, beta-arrestin recruitment, primary screen, cell-based, luminescence, 7a,25-OHC stimulation, uHTS; 360,000 tested, 0.81% active; AID 651636, 2012; G-protein coupled receptor 183 (Homo sapiens), P32249; 7a,25-OHC stimulated; inhibition, % at 5 µM; in the data active = inhibition above about 38%;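 note: enzyme fragment complementation signal reports receptor beta-arrestin coupling in cells; 0% = agonist plus DMSO wells and 100% = wells without agonist; some results beyond the cut were filed as inactive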
Active calls of the source: *; . = no result given.

cpd	Molecule	APJ agonist	CCR6 antagonist	XBP1 UPR activ	CXCR6 inh	UPR CHOP act	tim23-1 inh	Mdm2-MdmX inh	APJ antagonist	EBI2 antag
1	CCOc1ccc(-n2cc(C(=O)NCCOC)c3cc(OC)c(OC)cc3c2=O)cc1	0.7	10.0	3.6	-8.4	-2.3	9.4	-6.8	-6.4	4.5
2	Cc1ccc(N2CC(C(=O)OCC(=O)Nc3ccccc3F)CC2=O)cc1 (stereo unspecified)	-1.8	-1.9	-4.8	13.9	-1.0	22.2	-0.9	-24.3	-2.1
3	Cc1cc(C)c(NC(=O)CCn2nnc3ccccc32)c(C)c1	-2.2	-2.4	1.5	-13.6	1.2	16.7	6.4	7.6	4.3
4	O=C(CNS(=O)(=O)c1ccccc1F)Nc1ccc(N2CCOCC2)cc1	-1.7	-9.1	-3.8	-1.5	-0.5	2.8	-27.7	15.6	-11.6
5	COC(=O)C1CCN(Cc2cc(=O)oc3cc(OC)ccc23)CC1	-3.7	-4.0	0.0	-0.8	1.5	13.6	9.9	1.7	-10.2
6	CCn1cc(C(=O)N2CCN(c3cccc(Cl)c3)CC2)c2cc(OC)c(OC)cc2c1=O	-2.6	9.9	7.9	-1.2	1.4	14.7	36.4	7.0	-6.2
7	COC(=O)c1ccc(CSC2=NC[C@@H]3[C@@H]4C(=O)N(Cc5ccccc5)C(=O)[C@@H]4[C@](Cc4ccccc4)(C(=O)OC)N23)cc1	.	11.1	-1.7	10.4	6.8	48.8	49.3	.	22.0
8	Cc1ccc(C(=O)Cn2c(C)cc(C)c(C#N)c2=O)cc1	-1.4	-7.0	-1.6	4.6	-3.4	0.1	-6.8	-5.3	-1.6
9	CCCCC[C@@H]1C=C(C(=O)O)[C@H](c2ccc3c(c2)OCO3)N1S(=O)(=O)c1ccc(C)cc1	-5.2	10.6	-1.9	-2.0	0.4	9.3	11.6	20.0	1.6
10	O=C(NCCc1ccc(Cl)cc1)C1CCCN(c2ncnc3c2nc2n3CCCCC2)C1 (stereo unspecified)	-5.1	24.2	-4.7	5.2	2.6	21.4	11.5	-36.2	19.0
11	Cn1c(N)c(C(=O)COC(=O)/C=C/c2cccc(F)c2)c(=O)n(C)c1=O	-2.5	9.6	-3.6	-8.5	-1.8	24.8	13.9	7.5	-5.4
12	N#CCCn1cc(C(=O)O)c(-c2cc3ccccc3o2)n1	0.9	-7.0	-1.9	-11.2	2.3	5.4	-1.1	2.5	-10.3
13	COc1ccc(NC(=O)CSc2nccn2Cc2ccccc2)cc1	11.8	10.7	-3.2	-1.5	-0.3	23.0	-15.4	16.1	-7.7
14	Nc1nnnn1/N=C/c1cccc(O)c1	-3.6	-2.7	-2.7	7.4	-1.2	4.6	1.2	-10.0	-10.0
15	CCOC(=O)c1cc(NC(=O)N2CCOCC2)c(C)nc1C	-0.5	0.7	-1.3	0.2	-3.2	7.7	34.5	11.3	-5.8
16	COC(=O)C1C(c2ccccc2)C(C(=O)N2CCOCC2)C1c1ccccc1 (stereo unspecified)	-3.9	10.4	-0.4	0.4	-0.6	7.9	22.0	-0.4	0.1
17	Cc1cc(C)c(S(=O)(=O)N2CCC(C(=O)NCc3ccncc3)CC2)c(C)c1	-0.3	1.9	0.1	-0.3	0.8	0.0	-4.4	-16.0	4.0
18	CCC(C)[C@H](N)C(=O)NC[C@H]1CC[C@H](C(=O)N[C@@H](Cc2ccccc2)C(=O)O)CC1 (stereo partly specified)	-2.0	6.8	4.8	-4.1	-0.5	2.9	7.4	3.2	3.8
19	COCCC(=O)N1CCCC(CCC(=O)NCc2ccc(F)c(F)c2)C1 (stereo unspecified)	-1.1	2.9	4.0	-3.0	4.4	-2.3	-20.1	14.3	-1.9
20	O=S1(=O)CC/C(=N/Nc2ccccn2)c2cc(F)ccc21	-1.1	-0.5	-2.5	-8.5	-1.8	10.2	16.0	-9.4	4.4
21	CC(C)(C)NC(=O)c1ccc(COCC(F)(F)F)o1	1.9	5.0	1.3	-7.4	-0.5	-6.3	11.2	7.7	-12.0
22	CC(C)c1ccc(S(=O)(=O)N2CCN(C(=O)CN3C(=O)NC4(CCCCC4)C3=O)CC2)cc1	6.3	-3.9	1.2	1.8	2.5	6.7	39.1	9.0	-0.2
23	CCOc1ccc(CCNC(=O)CCN2C(=O)COc3ccccc32)cc1OCC	1.8	-2.0	-0.3	1.7	0.1	6.1	17.9	22.1	-2.2
24	O=C(Nc1nncs1)Oc1ccccc1	0.7	-32.8	-1.8	1.3	-0.2	7.1	1.4	-0.2	-0.8
25	C=CCN(Cc1nc(-c2cc(OC)ccc2OC)oc1C)C1CCS(=O)(=O)C1 (stereo unspecified)	-2.9	21.7	-0.9	-3.0	0.0	11.2	25.4	4.2	-9.3

The closing 2 entries of the part before are carried over, then new ones follow.
cpd	Molecule	APJ agonist	CCR6 antagonist	XBP1 UPR activ	CXCR6 inh	UPR CHOP act	tim23-1 inh	Mdm2-MdmX inh	APJ antagonist	EBI2 antag
24	O=C(Nc1nncs1)Oc1ccccc1	0.7	-32.8	-1.8	1.3	-0.2	7.1	1.4	-0.2	-0.8
25	C=CCN(Cc1nc(-c2cc(OC)ccc2OC)oc1C)C1CCS(=O)(=O)C1 (stereo unspecified)	-2.9	21.7	-0.9	-3.0	0.0	11.2	25.4	4.2	-9.3
26	O=C(NCC(=O)N1CCN(c2ccccc2O)CC1)c1cccs1	0.0	-24.0	2.1	-2.2	5.6	-9.3	1.5	-10.2	-7.4
27	Cc1ccc(Cn2nnc3c(=O)n(Cc4cc(C)ccc4C)cnc32)cc1	-6.8	10.5	-2.7	2.9	0.0	3.4	17.0	16.5	9.6
28	O=C(c1ccc(OC2CCN(CCc3ccccc3)CC2)cc1)N1CCCC(O)C1 (stereo unspecified)	3.0	8.4	-1.3	9.2	-0.7	16.7	1.0	-6.8	0.7
29	CC[C@]12c3[nH]c4ccccc4c3CCN1C(=O)C(CC(=O)NCCCn1ccnc1)C[C@@H]2C(=O)N1CCN(C(=O)C2CC2)CC1 (stereo partly specified)	-4.0	-10.8	2.0	1.8	-1.1	8.3	7.6	7.2	-5.9
30	CCc1nnc(NC(=O)CSCc2cc(=O)n3ccsc3n2)s1	-0.2	9.6	-3.9	-7.8	-0.3	2.8	3.6	5.6	-17.5
31	COc1cccc(NC(=S)NC(=O)c2c(Cl)c(C)nn2C)c1	1.7	45.8	4.0	19.1	5.8	2.5	-9.1	16.4	3.6
32	COc1ccc(S(=O)(=O)NCC2CCCN(C(=O)c3sccc3C)C2)cc1 (stereo unspecified)	-1.1	10.5	1.4	-6.6	-4.2	-47.5	2.6	-3.2	-3.7
33	O=c1oc(-c2cccs2)nc2scc(-c3cccs3)c12	2.3	14.4	6.7	-5.3	6.9	11.7	-37.5	3.4	-3.4
34	COc1ccc(OC)c(S(=O)(=O)N(C)CC(=O)Nc2ccc3c(c2)OCO3)c1	-2.6	4.5	-0.5	-17.4	-1.2	10.4	9.2	-4.6	2.2
35	COCCn1c(=O)[nH]c2cc(C(=O)N3CCN(c4ccc(Cl)cc4)CC3)ccc2c1=O	-1.3	-0.1	-1.8	-5.1	-2.6	-8.1	9.7	-3.1	0.9
36	O=C(NC1CCCCC1)C(c1ccccc1)N1CCOCC1 (stereo unspecified)	-4.7	19.7	-2.6	8.6	-2.5	8.4	5.8	14.5	-8.9
37	CCOC(=O)c1ccc(NC(=O)Nc2c(C)nn(C)c2C)cc1	-1.7	-9.8	0.4	4.8	-1.0	6.6	-9.4	-7.9	6.0
38	CCOC(=O)c1cnn(CCOC(=O)C(C)(C)C)c1NC(=O)C(C)(C)C	-3.0	-9.0	2.0	1.9	-0.5	15.8	5.4	33.5	-4.6
39	N#Cc1c(NC(=O)CSc2ncnc3c2cnn3-c2ccccc2Cl)sc2c1CCCC2	-4.4	-0.7	-1.3	-7.4	1.6	9.7	24.7	12.1	-0.5
40	O=S(=O)(NCC1CCCO1)c1ccc2ccccc2c1 (stereo unspecified)	-0.3	-3.6	-2.6	0.6	1.2	-1.5	11.8	-4.1	0.1
41	COc1ccc(OCCn2c(NC(=O)c3ccco3)nc3ccccc32)cc1	-0.3	-8.4	0.8	21.2	-0.7	0.1	56.5*	25.7	-4.0
42	O=C(NC1CCCCC1)NC1CC2CCC(C1)N2Cc1nnnn1Cc1ccc2c(c1)OCO2 (stereo unspecified)	-1.5	18.1	-6.9	-2.1	-1.0	14.6	14.1	-9.8	-11.0
43	CS(=O)(=O)c1cccc(C(=O)OCCCC(=O)c2ccccc2)c1	-1.9	1.5	6.3	9.1	1.4	0.0	2.6	-5.2	6.3
44	CN(C)CCN(C(=O)CCS(=O)(=O)c1ccccc1)c1nc2c(F)cccc2s1	-4.0	24.6	-1.9	-1.4	1.1	-0.6	10.9	11.9	2.5
45	COc1ccccc1CNC(=O)COC(=O)c1cc(=O)c2ccccc2o1	-1.6	6.7	-1.8	-0.1	-1.7	6.6	-10.5	-14.4	-6.1
46	Cc1cccn2c(=O)c3cc(C(=O)NCC4CCCO4)c(=N)n(CCc4ccccc4)c3nc12 (stereo unspecified)	-1.3	6.7	0.8	12.7	1.6	12.2	12.2	27.7	12.7

Not all compounds are listed; rates above refer to the full screens.
